aSyn tox rescue: qHTS of alpha-syn Inhibitors: NCGC Sytravon Library Screen; S. cerevisiae alpha-synuclein toxicity rescue, BacTiter-Glo growth, 24 h; Potency, µM (series often up to 46.1 µM), inactives show at the top dose growth rescue (activation), hits mostly activators; 0.02% of 94,000 active; AID 1347070, 2019; active = well fitted activation curve with a large enough effect; inconclusive = small, poorly fitted or top-dose-only effect; also: 0% is about no effect
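Growth restoration measured by BacTiter-Glo luminescence after 24 hr at 30 deg C; alpha-synuclein yeast, raffinose-pregrown to mid-log, were added at OD600=0.02 in galactose medium onto pinned compounds.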
Starred values were filed as active, the others as inactive; ? = inconclusive. Potency is read from the fitted curve at half-maximal effect.

The opening five records (preview)
SMILES	aSyn tox rescue
COc1ccc(-n2c(CNC(=O)c3cccs3)n[nH]c2=S)cc1	-6%
CCOC(=O)c1[nH]c(C)c(CCC(=O)NCc2ccccc2C)c1C	-9%
O=C(CNC(=O)c1ccco1)NC1CCCCCC1	-10%
CC(=O)Nc1ccc(S(=O)(=O)Nc2cccc(S(=O)(=O)N(C)c3ccccc3)c2)cc1	4%
CN1C(=O)c2ccccc2Sc2ccc(NC(=O)N3CCOCC3)cc21	0%

The whole of this part (from the top)
SMILES	aSyn tox rescue
COc1ccc(-n2c(CNC(=O)c3cccs3)n[nH]c2=S)cc1	-6%
CCOC(=O)c1[nH]c(C)c(CCC(=O)NCc2ccccc2C)c1C	-9%
O=C(CNC(=O)c1ccco1)NC1CCCCCC1	-10%
CC(=O)Nc1ccc(S(=O)(=O)Nc2cccc(S(=O)(=O)N(C)c3ccccc3)c2)cc1	4%
CN1C(=O)c2ccccc2Sc2ccc(NC(=O)N3CCOCC3)cc21	0%
CCOc1ccccc1NS(=O)(=O)c1ccc2c(c1)oc(=O)n2C	-9%
Cc1nn(C(=O)c2c(F)cccc2F)c(C)c1S(=O)(=O)N1CCOCC1	1%
Cc1nn(C)c2c1NC(=O)CS2	-3%
Cc1nc(C)c(-c2ccc(SCC(=O)Nc3ccc(C)c(F)c3)nn2)s1	0%
O=C(CCl)NC(Cc1ccccc1)c1ccccc1 (stereo unspecified)	10%
COc1ccc(NC(=O)C2CCN(C(=O)Nc3ccc(C)cc3)CC2)cc1OC	-8%
CC(=O)NC(=S)Nc1ccc(S(=O)(=O)N2CCOCC2)cc1	11%
COc1ccc(C)cc1-n1c(SCC(=O)N2CCOCC2)nc2ccccc2c1=O	-4%
O=C(Nc1ccccc1N1CCOCC1)c1cnccn1	1%
COCCN(Cc1ccccc1)C(=O)c1cccc(S(=O)(=O)N(C)c2c(C)n(C)n(-c3ccccc3)c2=O)c1	-2%
CCc1ccc(CNC(=O)c2cccc(-n3c(C)nc4cccnc43)c2)cc1	5%
COc1cccc(-c2ccc3c(N)c(C(=O)NCc4ccc(Cl)cc4)sc3n2)c1	2%
COCCCNC(=O)CCCn1c(SCC(=O)c2ccc(Br)cc2)nc2c(sc3ccccc32)c1=O	2%
O=C(O)Cn1nnc(COc2ccccc2)n1	5%
CS(=O)(=O)c1ccccc1-c1nc(-c2ccc([N+](=O)[O-])cc2)no1	5%
O=C(Nc1ccccc1)C1=C(Nc2ccccc2)CSC1	-13%
Cc1ccc2c(Sc3ccc(Cl)cc3)c(C(=O)NCCC(C)C)[nH]c2c1	7%
Cc1cc(C)cc(NS(=O)(=O)c2ccc3[nH]cc(C(=O)NC4CCCCC4)c(=O)c3c2)c1	4%
O=C(CSc1nc(=O)n2ccccc2n1)NCc1ccccc1	0%
Nc1c(C(=O)NCCc2ccccc2)nnn1CC(=O)Nc1ccc(Cl)cc1	-8%
COc1ccc2[nH]c3c(c2c1)CCNC3c1ccc([N+](=O)[O-])o1 (stereo unspecified)	17%
CCOC(=O)c1ccc(NC(=O)CC2C(=O)N(c3cccc(OC)c3)C(=O)N2Cc2ccc(OC)cc2)cc1 (stereo unspecified)	2%
CC(=Nc1ccccc1)C1=C(O)C(Cc2ccc(F)cc2)NC1=O (stereo unspecified)	-7%
Cc1c(C(=O)N2CCCCCC2)c(S(=O)(=O)NCc2ccccc2)c(C)n1C	6%
CC(=O)c1ccc(Nc2ncnc3ccc(Br)cc23)cc1	6%
CCOc1ccccc1CNCc1c(C(=O)O)c(C)n(Cc2ccc(Cl)cc2)c1C	0%
COc1ccc(S(=O)(=O)N(CC(=O)NCc2ccccc2OC)c2ccc(C)cc2)cc1	9%
CN(Cc1ccccc1)C(=O)CSc1nc2ccccc2[nH]1	7%
Cc1ccccc1NC(=O)CSc1nc2nccnc2c(=O)n1CCc1c[nH]c2ccccc12	2%
CCN(CC)C(=O)c1ncn2c1c(=O)[nH]c1ccccc12	-4%
COc1ccccc1NC(=O)c1ccc(NS(=O)(=O)c2cccc3cccnc23)cc1	6%
Clc1ccc(CSc2ccc(-c3ccccn3)nn2)cc1	?
Cc1ccc(CSC2=Nc3ccccc3C3=NC(CCC(=O)NCc4cccs4)C(=O)N23)cc1 (stereo unspecified)	0%
Cc1cc(C)cc(NC(=O)CSc2nccn2-c2ccccc2)c1	5%
O=C(O)CSc1c2c(nc3cc(C(=O)Nc4ccc(F)c(Cl)c4)ccc13)CCC2	-5%

An excerpt of these results, as labelled records:
Molecule: COc1ccccc1NC(=O)c1ccc(NS(=O)(=O)c2cccc3cccnc23)cc1
  aSyn tox rescue = 6%
Molecule: CN(Cc1ccccc1)C(=O)CSc1nc2ccccc2[nH]1
  aSyn tox rescue = 7%

Remaining list, next part:
SMILES	aSyn tox rescue
O=C1c2ccccc2C(=O)N1CSc1nnc(Nc2ccccc2)s1	3%
CCOc1ccc(CCNC(=O)CCOc2cc(C)ccc2C)cc1OCC	-5%
Cc1csc(=O)n1CC(=O)OCC(=O)Nc1ccc(F)c(F)c1	2%
CC(C)CCN1CCC[C@]2(N[C@H](c3ccccc3)[C@@H]3C(=O)N(Cc4ccccc4)C(=O)[C@@H]32)C1=O	4%
C/C(=N\NC(=O)c1ccc(N(C)C)cc1)c1ccc(C)c(C)c1	-4%
Cc1ccc(NC(=O)CCNC(=O)c2ccccc2)cc1F	1%
COc1ccc(N2CCN(C(CNS(=O)(=O)c3c(C)cc(C)cc3C)c3ccco3)CC2)cc1 (stereo unspecified)	3%
Cc1cc(Nc2ccc(C(=O)O)c(O)c2)n2ncnc2n1	-6%
Cn1cc(-c2cc3n(n2)CCC(=O)N3CCCC(=O)Nc2ccccc2Cl)c2ccccc21	-6%
Cc1ccc(NC(=O)CN2CCc3ccccc3C2)cc1S(=O)(=O)N(C)C	-5%
CC(C)(C)c1nnc(NC(=O)C2c3ccccc3Oc3ccccc32)s1	-27%
CCc1nnc(NC(=O)CCc2ccccc2OC)s1	-5%
O=C(O)c1cccc(N=NN2CCCCCC2)c1	6%
Cc1ccc(S(=O)(=O)NCC(=O)OCC(=O)N2CCN(C(=O)c3ccco3)CC2)cc1C	-7%
Cc1cc(NC(=O)c2cccs2)cc(-c2nc3cc(Cl)ccc3o2)c1O	22%
COc1ccc(OC)c(NC(=O)Cn2ccc3ccccc3c2=O)c1	5%
Cc1cc(C)c2c(=O)cc(C(=O)Nc3ccccc3C(F)(F)F)oc2c1	7%
CCc1ccccc1Nc1nn2c(=O)c3ccc(C(=O)NCCC4=CCCCC4)cc3nc2s1	2%
O=C1C(=O)N(C2CCN(C(=O)c3cccc(Cl)c3)CC2)CCN1Cc1ccc(F)cc1	5%
CCOc1ccc(CCNC(=O)Cn2cccc2C(=O)c2ccccc2)cc1OCC	9%
COc1ccc(CCNC(=O)CSc2cn(CCNC(=O)c3c(F)cccc3F)c3ccccc23)cc1OC	2%
COc1ccc(Cn2c(=O)n(Cc3ccco3)c(=O)c3oc4ccccc4c32)cc1	2%
Cc1ccc(NC(=O)c2cc3nc(-c4ccc5c(c4)OCO5)cc(C(F)(F)F)n3n2)cc1Cl	7%
CC1CCN(CC(=O)Nc2ccc(S(=O)(=O)NC3CC3)cc2)CC1	10%
CCN(c1ccccc1)S(=O)(=O)c1ccc(NC(=O)c2cc(=O)c3ccc(C)c(C)c3o2)cc1	-8%
COc1ccc(CC(=O)NC2CCCCCC2)c(OC)c1	14%
COC(=O)C(C)Sc1nc2c(cnn2-c2ccc(F)cc2)c(=O)[nH]1 (stereo unspecified)	-1%
COc1ccccc1CNC(=O)N1CCN(c2ccccc2Cl)CC1	-4%
O=c1c(NCc2cccs2)nccn1-c1ccccc1	2%
CCOc1ccc(NC(=S)N(CCCN2CCCC2)Cc2cccn2Cc2ccc(Cl)cc2)cc1	10%
CCC(=O)N1CCc2cc(CNC(=O)Cc3ccc(OC)c(OC)c3)ccc21	-10%
O=C(Nc1ccc(N2CCOCC2)c(S(=O)(=O)Nc2cc(Cl)ccc2Cl)c1)c1cccnc1	11%
O=C(CSc1nc2c([nH]c3ccccc32)c(=O)n1-c1ccccc1F)Nc1cccc(C(F)(F)F)c1	10%
Cc1ccccc1Cn1cnc2ccccc2c1=O	11%
CCc1cc(C(=O)OCC(=O)NCCc2ccccc2)sc1C	1%
Cc1cc(C)c(NC(=O)c2cc(S(=O)(=O)N3CCC4(CC3)OCCO4)ccc2F)c(C)c1	6%
C/C(=N\NC(=O)c1ccc(NS(=O)(=O)c2cccs2)cc1)c1ccccn1	2%
COc1ccc(/C=N/NC(=O)c2cccnc2)c2ccccc12	6%
Cc1c(Cl)cccc1Nc1nc(N)nc(CSc2nc3ccccc3s2)n1	6%
O=C(CN(C(=O)CNS(=O)(=O)c1ccc(F)cc1)c1ccc(F)cc1)NCc1ccco1	11%

Quoted at random: 2 records from the list, in no set order.
SMILES	aSyn tox rescue
Cc1cc(C)c2c(=O)cc(C(=O)Nc3ccccc3C(F)(F)F)oc2c1	7%
Cc1csc(=O)n1CC(=O)OCC(=O)Nc1ccc(F)c(F)c1	2%

(listing goes on)
SMILES	aSyn tox rescue
COc1ccc(-n2c(=S)[nH]c3cc(C(=O)Nc4ccc(C)c(F)c4)ccc3c2=O)c(OC)c1	1%
O=C(CCc1ccccc1Cl)Nc1cc(S(=O)(=O)N2CCOCC2)ccc1N1CCCC1	8%
Cc1ccc(N)cc1S(=O)(=O)N(C)C	-5%
C/C(=N/NC(=O)c1cnccn1)c1ccncc1	-14%
COc1ccc(C)c2sc(N3CCN(C(=O)c4cccc(F)c4)CC3)nc12	?
O=C(Nc1cc2c(=O)n(-c3ccc(Oc4ccccc4)cc3)ccc2oc1=O)c1ccccc1	3%
C[C@H]1CN([C@@H](C)CO)C(=O)CCCn2nncc2CO[C@@H]1CN(C)S(=O)(=O)c1ccc(-n2cccn2)cc1	5%
COc1ccc(-c2noc(-c3ccc(NCC4CCCO4)c([N+](=O)[O-])c3)n2)cc1OC (stereo unspecified)	1%
Cc1cc(/C=C(\C#N)C(=O)NCc2ccccc2)c(C)[nH]1	1%
O=C(Nc1ccc(OCc2cc(=O)n3c4c(sc3n2)CCCC4)cc1)c1ccccc1	-2%
CCOC(=O)c1ccc2[nH]c3c(c2c1)CN(C)CC3	0%
COc1ccc(CCNc2ccc(N3C(=O)CC(C)C3=O)cc2[N+](=O)[O-])cc1 (stereo unspecified)	3%
COc1ccc2[nH]c3c(c2c1)CCN1C(=O)N([C@@H](C)C(=O)NC2CCCCC2C)C(=O)[C@]31C (stereo partly specified)	-1%
N#Cc1c(NC(=O)C2CC(Cl)=CCC2C(=O)O)sc2c1CCCCC2 (stereo unspecified)	-11%
O=S(=O)(c1ccc(NC(=S)NN=C(C2CC2)C2CC2)cc1)N1CCOCC1	-9%
O=C(CC1C(=O)N(c2ccccc2)C(=O)N1CCC1=CCCCC1)Nc1ccc(F)cc1 (stereo unspecified)	9%
CCOC(=O)N1CCC(N(CCN(C)C)C(=S)Nc2ccc(Oc3ccccc3)cc2)CC1	?
Cc1ccc(S(=O)(=O)N(C)C[C@H]2OCCCC[C@@H](C)Oc3ccc(NC(=O)Cc4ccccc4)cc3C(=O)N([C@H](C)CO)C[C@@H]2C)cc1	5%
CCOc1cc(C2C(C(=O)OC)=C(C)NC3=C2C(=O)c2ccccc23)ccc1OC (stereo unspecified)	-3%
COc1ccc(CNC(=O)CCS(=O)(=O)c2cc(Br)cc3c2N(C(C)=O)C(C)C3)cc1 (stereo unspecified)	2%
CCOc1ccc(NC(=O)CN2C(=O)COc3ccc(S(=O)(=O)Nc4ccccc4)cc32)cc1	-2%
CC(=O)NCc1ccc(-c2csc(-c3cccs3)n2)cc1	-3%
Cc1ncc(CN2CCN(Cc3ccc(F)cc3)C(CCO)C2)s1 (stereo unspecified)	-3%
COc1cc(NC(=O)CC2C(=O)N(c3cccc(C)c3)C(=O)N2Cc2ccc(F)cc2)cc(OC)c1 (stereo unspecified)	2%
COc1ccc(CNC(=O)c2ccc3nc(-c4ccc(F)cc4)c(-c4ccc(F)cc4)nc3c2)cc1	-11%
CC1=C(C(=O)Nc2ccccc2)C(c2ccc(F)cc2)n2nc(SCc3cc(C)ccc3C)nc2N1 (stereo unspecified)	-12%
COc1ncnc2c1ncn2CCCNCc1ccco1	4%
Cc1ccc(C)c(-c2ccc(=O)n(Cc3ccc(F)cc3Cl)n2)c1	?
C=CCOc1ccc(-c2nc3c(c(=O)[nH]c(=O)n3CCCC)n2C)cc1Br	-9%
Cc1sc(N)c(C(=O)c2ccccc2)c1C	-7%
COc1cccc(C(=O)N(Cc2ccco2)c2ccccn2)c1	7%
COc1ccc(-c2csc(NC(=O)CSc3n[nH]c(C)n3)n2)cc1	-5%
CCN(CC(=O)Nc1ccc(C#N)cc1)CC(=O)Nc1ccc2c(c1)OCCO2	4%
COc1ccc(C(=O)/C=C/Nc2ccc(S(N)(=O)=O)cc2)cc1OC	4%
CCOc1ccc(OCC)c(NS(=O)(=O)c2ccc3c(c2)CCN3C(=O)C2CCC2)c1	5%

Source: PubChem

The list is partial (hit frequency here may not be typical).
